# ABHD5-PLIN5 inh: blocks binding of human ABHD5 to perilipin-5; Split G. princeps luciferase complementation, luminescence, 4 h; hit rate 0.78% among 360,000; inhibition, % at 4 µM; AID 602281; Q00G26+Q8WTS1;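 active = inhibition above the mean inhibition across every tested compound plus 3 SD, cut at about 22% in these data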;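 note: 0% = DMSO only wells and the 100% control is not disclosed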
# NCOA1 inh: inhibits human SRC1 coactivator; inhibition, % at 3.6 µM; AID 588354; HEK293 GAL4-SRC1 luciferase reporter, luminescence; hit rate 0.12% among 360,000;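 active = inhibition above the campaign mean plus 3 SD, with each screening campaign given its own cutoff, cut at about 60% in these data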;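 note: 0% = DMSO treated cells and 100% = gossypol at 36 µM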
# SRC3 inh: inhibitors of human steroid receptor coactivator 3 (SRC3); hit rate 0.17% among 360,000; HEK293 GAL4-SRC3 luciferase reporter, luminescence; Q9Y6Q9; inhibition, % at 3.6 µM;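 active = inhibition above a per-campaign cutoff, the mean of all compounds plus 3 SD, cut at about 60% in these data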;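 note: 0% = DMSO-treated cells and 100% = gossypol-treated cells at 36 µM; higher means less SRC3-driven luciferase light from the GAL4 reporter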
# NCOA2 inhibitor: inhibits human steroid receptor coactivator 2; Q15596; HEK293 GAL4-SRC2 luciferase reporter, luminescence; inhibition, % at 9 µM; hit rate 0.17% among 370,000; AID 651957;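 active = inhibition above the mean inhibition of all tested compounds plus 3 SD, set per campaign, cut at about 52% in these data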;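 note: 0% = DMSO treated cells and 100% = cells given Gossypol at 36 µM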
# NR5A2 inv ag: NR5A2 inverse agonism in reporter assay | O00482 | inhibition, % at 3.6 µM | HEK293T StAR-luciferase reporter, LRH-1 transfected, 24 h | hit rate 0.13% among 360,000;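 active = inhibition above the mean inhibition of all tested compounds plus 3 SD, cut at about 73% in these data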;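 note: 0% = DMSO wells and 100% = reporter-only cells lacking LRH-1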
# MC4R ag barr: agonists of human melanocortin 4 receptor (MC4R) beta-arrestin | P32245 | U2OS MC4R beta-arrestin complementation, luminescence; percent of melanotan II response, DMSO zero | activation, % at 8.9 µM | hit rate 0.98% among 360,000 | AID 540308;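 active = activation above a per-plate cutoff, the mean activation of sample wells on that plate plus 3 SD, cut at about 8% in these data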
# Target sequence (P32245 whole entry, looked up): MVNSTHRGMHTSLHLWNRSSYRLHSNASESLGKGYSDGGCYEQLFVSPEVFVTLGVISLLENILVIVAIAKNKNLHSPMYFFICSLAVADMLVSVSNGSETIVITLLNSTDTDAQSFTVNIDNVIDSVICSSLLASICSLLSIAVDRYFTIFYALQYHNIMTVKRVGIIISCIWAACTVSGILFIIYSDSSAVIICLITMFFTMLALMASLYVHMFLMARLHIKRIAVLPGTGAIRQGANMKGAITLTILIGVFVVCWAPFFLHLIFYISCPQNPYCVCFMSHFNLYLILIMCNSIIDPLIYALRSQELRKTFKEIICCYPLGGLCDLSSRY
# NOD2 RIPK2 PPI: NOD2-RIPK2 protein interaction inhibition | hit rate 0.38% among 360,000 | AID 624267 | CHO BLA complementation NOD2-RIPK2, CCF4 ratio | O43353 | inhibition, % at 4.98 µM; in the data active = inhibition above about 21%;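 note: 0% = vehicle only and 100% = reference blocker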
# COUP-TFII inh: blocks human COUP-TFII nuclear receptor; P24468; AID 686940; HEK293T NGFI-A luciferase reporter, luminescence; inhibition, % at 8.6 µM; hit rate 0.7% among 370,000;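 active = inhibition above a per-plate cutoff, mean inhibition of test wells between control levels plus 3 SD, cut at about 38% in these data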;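 note: cells cotransfected with COUP-TFII expression vector driving the NGFI-A reporter; 0% = median of COUP-TF2 test wells and 100% = reporter-only cells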
# Target sequence (P24468 whole entry, looked up): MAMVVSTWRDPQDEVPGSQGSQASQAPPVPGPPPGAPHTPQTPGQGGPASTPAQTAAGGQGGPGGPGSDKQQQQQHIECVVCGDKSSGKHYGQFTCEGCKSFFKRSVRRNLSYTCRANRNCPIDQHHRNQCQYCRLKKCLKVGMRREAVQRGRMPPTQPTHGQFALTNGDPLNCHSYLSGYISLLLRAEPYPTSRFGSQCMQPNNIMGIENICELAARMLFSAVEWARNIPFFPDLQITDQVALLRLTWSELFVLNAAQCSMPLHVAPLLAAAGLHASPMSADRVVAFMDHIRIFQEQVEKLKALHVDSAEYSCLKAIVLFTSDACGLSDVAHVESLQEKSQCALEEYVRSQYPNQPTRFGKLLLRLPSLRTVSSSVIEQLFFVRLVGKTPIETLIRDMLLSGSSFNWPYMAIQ
# TLR9-MyD88 block: TLR9-MyD88 interaction inhibition; inhibition, % at 4.98 µM; Q9NR96+Q99836; CHO BLA complementation TLR9-MyD88, CCF4 FRET ratio; hit rate 0.21% among 340,000;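 active = inhibition above the mean over all tested compounds plus 3 SD, cut at about 21% in these data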;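 note: 0% = DMSO only wells and 100% = clavulanate BLA inhibitor control wells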
# MC4R antag cAMP: blocks human MC4R cAMP signaling; P32245; MC4R-expressing cells, MTII-stimulated cAMP, LANCE TR-FRET; AID 540295; hit rate 0.48% among 360,000; inhibition, % at 6.5 µM;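 active = inhibition above its plate's cutoff, the mean of tested wells on that plate plus 3 SD, cut at about 29% in these data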;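 note: 0% = Melanotan II alone and 100% = Melanotan II plus saturating MCL0020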
#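 Assay system: U2OS cells stably expressing human melanocortin 4 receptor (MC4R) / Dosing: 6.5 µM / Timing: compound 30 min, challenge 1 h, detection 1 h / Measured by: Eu-cAMP/anti-cAMP TR-FRET, emission 671 nm / Replicates: singlicate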
# EBV LMP1 NFkB: reduces LMP1-driven NF-kappaB luciferase signal | LMP1-induced NF-kappaB luciferase reporter cells, luminescence | inhibition, % at 12.5 µM | hit rate 0.69% among 350,000; in the data active = inhibition above about 41%;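 note: 0% = neutral control wells and 100% = reference inhibitor control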
# Active calls of the source: *; / = not tested or not shown. The list is partial (hit frequency here may not be typical).
item	ABHD5-PLIN5 inh	NCOA1 inh	mol	SRC3 inh	NCOA2 inhibitor	NR5A2 inv ag	MC4R ag barr	NOD2 RIPK2 PPI	COUP-TFII inh	TLR9-MyD88 block	MC4R antag cAMP	EBV LMP1 NFkB
1	0	-15	COc1ccc(CN2C(=O)C(=O)N(CC(N)=O)C2=O)cc1	14	5	12	-1.7	-16	1	5	7	-2
2	-1	-1	CCOC(=O)c1c(C)c(C#N)c2c3ccccc3ccn12	-2	14	23	-1.6	-4	4	4	-5	0
3	-4	-1	COc1ccc(N=C2C(=Nc3ccc(OC)cc3)N(c3ccc(N(C)C)cc3)C(=S)N2c2ccc(OC)cc2)cc1	10	-22	10	-1.1	-11	7	10	8	-93
4	0	1	O=C(CN1CCN(S(=O)(=O)/C=C/c2ccccc2)CC1)Nc1ccc(N2CCOCC2)cc1	5	4	-10	-1.9	6	5	-2	3	-6
5	-3	-14	Cc1cccc(C(=O)O/N=C(\N)c2ccc(Cl)cc2)c1	-43	-20	-26	-0.2	1	-4	4	-1	-49
6	3	5	O=C(c1ccc(Cn2cc(Br)cn2)cc1)N1N=C(C(F)F)CC1(O)C(F)F (stereo unspecified)	9	19	-8	0.8	-8	-3	-7	3	-20
7	-2	-4	C=CCN(CC=C)C(=O)Cc1ccc(F)cc1	2	-5	19	-1.3	2	-1	-1	-3	-7
8	3	1	CCCCCN(C(=O)CN(C)Cc1ccc(OC)cc1OC)c1c(N)n(CCCC)c(=O)[nH]c1=O	-2	-10	4	-1.3	-7	-3	-8	9	6
9	7	17	CNc1nc(Nc2ccc(C)c(Cl)c2)c2cnn(C)c2n1	19	-1	10	0.4	0	4	10	9	7
10	-3	-61	O=C(NN=Cc1ccc(OC(F)F)cc1)c1ccc(NS(=O)(=O)c2cccs2)cc1	-51	-11	-23	-0.6	-4	-5	-2	11	-14
11	17	21	COc1cccc2c1C1COC3C4CC(C(=O)O)C(C(C2)N13)N4C (stereo unspecified)	5	22	88*	-0.6	6	-20	-15	9	1
12	-3	-1	CCOC(=O)CNc1nc(OCC#N)nc(N2CCOCC2)n1	7	-3	-5	-1.1	-9	19	-4	0	3
13	0	-11	CC1(C)O[C@@H]2[C@H](O1)[C@@H](CO)O[C@H]2n1c(N2CCCCC2)nc2c(N)ncnc21	-14	-19	10	0.7	-7	2	-4	-2	5
14	-3	13	COC(=O)c1c(C)nc(C)c(C(=O)OC)c1-c1ccc(OC)c(OC)c1	7	-18	4	-2.6	-2	2	2	-2	-6
15	-3	-61	Cn1c(-c2ccccc2F)cc2onc(-c3ccccc3)c2c1=O	-78	-92	-130	-2.7	0	-54	2	2	-26
16	-7	-7	O=C(CSCc1ccccc1Cl)N/N=C/c1ccco1	-12	-3	-1	-3.0	-15	-11	1	3	-6
17	-10	-1	CC1(C)CC(=O)C(C=Nc2ccc(O)cc2)=C(O)C1	-8	-3	-11	-1.0	-10	-16	-1	-16	-9
18	5	-11	Cc1cc(N(CCO)CCO)ccc1C(c1ccc(N(CCO)CCO)cc1C)c1ccccc1Cl	5	0	-14	-1.0	2	4	3	1	-2
19	-3	4	CCS(=O)(=O)N1CCN(CC2CC3C=CC2C3)CC1 (stereo unspecified)	14	-20	-1	1.8	-3	9	2	-2	2
20	-2	1	CCn1c(SCC(=O)Nc2ccc3c(c2)OCCO3)nnc1-c1c[nH]c2ccccc12	-5	-36	-8	0.4	-8	-7	2	6	-13

# Five structures out of the list, sorted by count of non-hydrogen atoms, ascending:
item	ABHD5-PLIN5 inh	NCOA1 inh	mol	SRC3 inh	NCOA2 inhibitor	NR5A2 inv ag	MC4R ag barr	NOD2 RIPK2 PPI	COUP-TFII inh	TLR9-MyD88 block	MC4R antag cAMP	EBV LMP1 NFkB
19	-3	4	CCS(=O)(=O)N1CCN(CC2CC3C=CC2C3)CC1 (stereo unspecified)	14	-20	-1	1.8	-3	9	2	-2	2
12	-3	-1	CCOC(=O)CNc1nc(OCC#N)nc(N2CCOCC2)n1	7	-3	-5	-1.1	-9	19	-4	0	3
15	-3	-61	Cn1c(-c2ccccc2F)cc2onc(-c3ccccc3)c2c1=O	-78	-92	-130	-2.7	0	-54	2	2	-26
20	-2	1	CCn1c(SCC(=O)Nc2ccc3c(c2)OCCO3)nnc1-c1c[nH]c2ccccc12	-5	-36	-8	0.4	-8	-7	2	6	-13
18	5	-11	Cc1cc(N(CCO)CCO)ccc1C(c1ccc(N(CCO)CCO)cc1C)c1ccccc1Cl	5	0	-14	-1.0	2	4	3	1	-2

# (cont.)
item	ABHD5-PLIN5 inh	NCOA1 inh	mol	SRC3 inh	NCOA2 inhibitor	NR5A2 inv ag	MC4R ag barr	NOD2 RIPK2 PPI	COUP-TFII inh	TLR9-MyD88 block	MC4R antag cAMP	EBV LMP1 NFkB
21	-9	-1	CC(C)(Oc1ccc(Cl)cc1)C(=O)OCC(=O)N1CCCC1	3	8	1	-1.9	2	12	5	-2	5
22	10	13	COc1ccc(C(=O)OCC(=O)NC2CC2)cc1F	6	25	8	0.9	-26	-21	-6	-3	0
23	-27	-121	CC1CCC(NC(=O)c2cc3ccccc3cc2O)CC1 (stereo unspecified)	-77	-14	-136	4.6	-4	-21	-2	1	-48
24	4	-136	O=C(Nc1ccc2c(c1)CCC2)c1cccc(OC(F)F)c1	-94	-78	-210	2.3	4	-10	/	7	/
25	-8	13	COCc1ccc(CN2CCC(N3CCC(C(=O)N4CCCC4)CC3)CC2)o1	5	-14	9	-2.7	1	-6	4	15	5
26	-1	1	CCn1c(SCc2nc3ccccc3[nH]2)nnc1-c1cccs1	5	-18	-21	-0.9	4	12	5	-1	8
27	1	-27	O=C(CNC(=O)c1ccc(Cl)cc1)c1ccc(Cl)cc1	-19	-18	-27	4.3	-4	-22	-1	0	10
28	-3	11	O=C(c1ccco1)N1N=C(c2cccs2)CC1c1ccccc1O (stereo unspecified)	-2	-11	4	2.2	-3	16	7	-2	-6
29	0	-5	CC1=CCC2C(=O)N(Cc3ccccc3)C(=O)C2C1 (stereo unspecified)	18	-9	-8	0.7	-7	9	-14	5	4
30	-4	-5	O=C(COC(=O)C1CCN(c2ccc(C(F)(F)F)cn2)CC1)c1ccc(Cl)cc1	8	7	21	-1.5	3	15	3	0	-1
31	-3	1	COCCNC(=O)CCSc1nc(-c2ccc(OC)cc2)cc(C(F)(F)F)n1	-15	-17	-15	-1.8	5	-2	-3	13	6
32	9	-16	CCOC(=O)N1CCC(NC(=O)c2ccc(CS(=O)c3cccc(Cl)c3)o2)CC1 (stereo unspecified)	15	-10	6	1.7	-4	-2	-4	-5	5
33	109*	-7	COc1ccc(OC)c2sc(Cl)nc12	-11	9	-2	0.2	-2	-21	-12	5	3
34	-13	-27	Cc1ccccc1/C=N/Nc1ncnc2nc[nH]c12	-22	-5	-59	4.9	-17	-4	12	-8	-4
35	0	-49	Cc1cnc(NC(=O)Cc2ccc(S(=O)(=O)N3CCOCC3)s2)s1	-39	-4	-24	-0.2	4	-7	5	8	-12
36	-1	-2	CCOc1ccc(NC(=O)C2CCC(CNc3c(N4CCOCC4)c(=O)c3=O)CC2)cc1 (stereo unspecified)	-5	1	3	-0.8	1	1	-4	-1	-11
37	-7	-6	COC(=O)CSc1nc(NC(C)C)nc(N2CCOCC2)n1	16	-7	-14	-0.6	5	-17	-6	-1	3
38	-1	-10	Cc1cccc(C)c1NC(=O)c1sc(N)nc1-c1ccccc1	5	-2	-7	1.3	4	-1	2	30*	12
39	-3	-4	Cc1cccc(-n2nnc(C(=O)NCc3ccccc3)c2N)c1	-4	-44	-6	-1.7	-5	19	-12	0	7
40	7	12	CC(C)C(NC(=O)C1CCC(C(C)(C)C)CC1)C(=O)NCCc1ccc(S(N)(=O)=O)cc1 (stereo unspecified)	-1	29	4	0.3	4	0	10	-2	4
41	3	-34	Cc1ccc2c(c1)c1c(n2CC(O)CN2CCCCCC2)CCCC1 (stereo unspecified)	17	-8	7	5.4	2	-2	5	-4	-2
42	-4	-1	COc1ccc(CCC(=O)NCc2cn3ccc(C)cc3n2)cc1	-8	2	-9	0.1	-22	10	-10	21	-3
43	-1	-10	O=C(/C(=N/O)n1cncn1)c1ccccc1Cl	2	5	-12	-0.4	-12	20	-10	10	5
44	-7	-26	COc1ccc(CCNc2nc(C)cc(=O)[nH]2)cc1OC	-11	-8	-11	0.2	-9	-1	1	5	-2
45	3	16	CCOc1ccc(S(=O)(=O)NCCOC)cc1C	15	0	18	-1.7	-18	2	-6	-3	2

# Retrieved one by one from the entries so far:
item	ABHD5-PLIN5 inh	NCOA1 inh	mol	SRC3 inh	NCOA2 inhibitor	NR5A2 inv ag	MC4R ag barr	NOD2 RIPK2 PPI	COUP-TFII inh	TLR9-MyD88 block	MC4R antag cAMP	EBV LMP1 NFkB
45	3	16	CCOc1ccc(S(=O)(=O)NCCOC)cc1C	15	0	18	-1.7	-18	2	-6	-3	2
41	3	-34	Cc1ccc2c(c1)c1c(n2CC(O)CN2CCCCCC2)CCCC1 (stereo unspecified)	17	-8	7	5.4	2	-2	5	-4	-2

# Assay outcomes as filed in PubChem.
